From PubChem
TNAP inh hi DEA: human TNAP enzyme inhibitors, primary screen, biochemical, luminescent, high phosphate acceptor level, uHTS. Alkaline phosphatase, tissue-nonspecific isozyme (Homo sapiens), P05186. inhibition, % at 20 µM. AID 1135, 2008. actives 0.03% (n = 200,000). purified TNAP, CDP-star luminescence, 1 M DEA;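 active = over 50% inhibition of tissue-nonspecific alkaline phosphatase at 20 µM in the single-dose screen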;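 note: plate controls were DMSO wells for no effect and EDTA-quenched wells as full inhibition for full effect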
Target sequence (P05186 whole entry, looked up): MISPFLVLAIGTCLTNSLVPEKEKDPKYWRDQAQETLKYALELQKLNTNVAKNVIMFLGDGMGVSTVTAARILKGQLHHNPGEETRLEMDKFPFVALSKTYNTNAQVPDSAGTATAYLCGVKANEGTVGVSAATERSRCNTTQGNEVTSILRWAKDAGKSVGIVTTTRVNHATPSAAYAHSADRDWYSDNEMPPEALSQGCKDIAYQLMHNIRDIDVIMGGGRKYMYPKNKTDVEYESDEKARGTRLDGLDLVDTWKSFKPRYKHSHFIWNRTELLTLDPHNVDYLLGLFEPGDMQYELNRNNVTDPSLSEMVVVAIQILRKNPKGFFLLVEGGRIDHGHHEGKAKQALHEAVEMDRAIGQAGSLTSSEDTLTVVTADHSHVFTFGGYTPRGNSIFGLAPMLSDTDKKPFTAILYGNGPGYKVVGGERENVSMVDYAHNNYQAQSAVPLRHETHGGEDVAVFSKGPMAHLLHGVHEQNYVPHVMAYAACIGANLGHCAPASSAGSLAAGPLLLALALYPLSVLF
FLuc stim CS: FLuc activators, initial screening, artefact control for FLuc-dependent activation tests, biochemical, ATPlite luminescence; ATPlite luciferase biochemical, 10 min; 0 = ATP-free wells, 1 = DMSO control; activation factor at 10 µM; 200,000 tested, under 10 active;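 active = luciferase activation factor, scaled between plate controls, of at least 2 with compound at 10 µM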
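Assay system: Luciferase/luciferin detection reagent, cell-free biochemical luciferase assay / Also added: ATP substrate / Schedule: 10 min at ambient temperature / Measured by: luminescence measurement of luciferase light output / Benchmarks: low control with PBS replacing ATP, high control enzyme plus ATP without compound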
PMI act: activators of human PMI, primary screen, biochemical, fluorescence intensity, near-Km mannose 6-phosphate | Mannose-6-phosphate isomerase (Homo sapiens), P34949 | purified human PMI, coupled resazurin fluorescence, 20 min; hits give high values; 1 = vehicle control, 0 substrate-free wells | activation factor at 20 µM | actives 0.005% (n = 190,000);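 active = activation factor of 2 or more at 20 µM, relative to plate controls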
Target sequence (P34949 whole entry, looked up): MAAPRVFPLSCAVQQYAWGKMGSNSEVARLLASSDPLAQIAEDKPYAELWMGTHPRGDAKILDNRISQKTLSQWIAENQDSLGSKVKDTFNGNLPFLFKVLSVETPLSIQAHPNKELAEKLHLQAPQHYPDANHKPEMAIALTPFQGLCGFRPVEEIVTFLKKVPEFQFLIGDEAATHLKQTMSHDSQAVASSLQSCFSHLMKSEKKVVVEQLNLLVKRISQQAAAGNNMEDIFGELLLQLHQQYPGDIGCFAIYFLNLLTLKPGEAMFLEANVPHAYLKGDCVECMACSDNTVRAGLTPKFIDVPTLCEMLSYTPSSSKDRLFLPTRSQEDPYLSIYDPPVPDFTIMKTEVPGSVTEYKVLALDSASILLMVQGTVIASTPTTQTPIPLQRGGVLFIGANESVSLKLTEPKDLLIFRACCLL
Efa HMGR inh: inhibitors of E. faecalis class II HMGR, primary screen, biochemical, Enterococcus faecalis | HMG-CoA reductase (Enterococcus faecalis, mvaE) | purified E. faecalis HMGR, NADPH absorbance 340 nm kinetic | inhibition, % at 10 µM | actives 0.41% (n = 190,000) | AID 1066, 2008;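 active = inhibition above a set limit, the median over all tested compounds plus 3 SD, cut at about 9.5% in these data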;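 note: enzyme runs in reverse so mevalonate oxidation gives rising NADPH absorbance; 0% = complete reaction with DMSO and 100% = background rate lacking mevalonate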
TNAP act hi DEA: TNAP activators at high phosphate acceptor level, primary screen, biochemical, luminescence, uHTS; 200,000 tested, under 10 active; purified TNAP, CDP-star luminescence, 1 M DEA, 30 min; hits give high values; 0 = EDTA background, 1 = DMSO-only activity; Alkaline phosphatase, tissue-nonspecific isozyme (Homo sapiens), P05186; AID 1136, 2008; activation factor at 20 µM;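 active = activation factor at least 2 at 20 µM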
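Test system – human TNAP · Doses – 20 µM single point · Incubation – 30 min, room temperature · Signal – luminescent substrate turnover signal · Read-out basis – activation factor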
PMI act hi M6P: human PMI activators, high substrate, primary screen, biochemical, fluorescence intensity, near-saturating mannose 6-phosphate | actives 0.34% (n = 190,000) | AID 1216, 2008 | coupled PMI enzyme assay, resazurin fluorescence, 20 min; hits give high values; 1 = untreated enzyme, 0 = substrate-free blank | activation factor at 20 µM | Mannose-6-phosphate isomerase (Homo sapiens), P34949;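 active = activation factor of 2 or more at 20 µM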
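Test system: human PMI in coupled enzyme assay; Input: PMI at 15 ng/mL final; Medium: HEPES buffer, pH 7.4; Schedule: 20 min incubation at room temperature; Technique: resorufin fluorescence at Ex 544/Em 590 nm; Compound: 20 µM single dose; Probe or stimulus: Near-saturating mannose-6-phosphate, 1.0 mM.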
Diaphorase act: compounds boosting diaphorase resazurin reduction – biochemical, uHTS, resorufin fluorescence, counter-screen for diaphorase-coupled primary assays, primary screen. Diaphorase/resazurin coupled assay, 16 min; hits give high values; 1 = vehicle wells, 0 = NADH-free wells. activation factor at 20 µM. actives 0.005% (n = 190,000). AID 1229, 2008;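 active = diaphorase activity raised at least twofold by the compound at 20 µM; inactive = activation factor below 2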
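Assay system: Purified diaphorase enzyme from Clostridium kluyveri | Amount: Enzyme 0.07 U/mL final | Dosing: Compound 20 µM once, DMSO 1% | Timing: 16 min reaction at room temperature | Detection: Fluorescence, excitation 544 nm and emission 590 nm | Evaluation: Higher resorufin formation from activation or reduction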
G6PDH CS: L. mesenteroides G6PDH inhibitors, counter-screen for G6PDH-coupled screening assays, biochemical, Leuconostoc mesenteroides enzyme; glucose-6-phosphate dehydrogenase [Leuconostoc mesenteroides]; Purified L. mesenteroides G6PDH, diaphorase/resazurin coupled fluorescence, 45 min; inhibition, % at 5 µM; actives 0.12% (n = 200,000); AID 1020, 2008; in the data active = inhibition above about 50%
Diaph inh CS: diaphorase inhibitors and chemical oxidizers, primary screen, counter-screen for diaphorase-coupled primary assays, biochemical, uHTS, resorufin fluorescence; diaphorase resazurin-to-resorufin fluorescence, NADH, 16 min; bacterial (C. kluyveri) enzyme, not human; inhibition, % at 20 µM; actives 0.69% (n = 190,000); AID 1217, 2008;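 active = primary screen inhibition at 20 µM above a set limit, cut at about 50% in these data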;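 note: plate controls were DMSO with full reaction for no effect and wells lacking NADH for full effect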
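System: Diaphorase enzyme from Clostridium kluyveri | Amount: Enzyme working solution with 0.14 U/mL diaphorase | Benchmarks: No-NADH positive control and DMSO neutral control | Signal: Fluorescence of resorufin formed from resazurin, Ex 544/Em 590 nm | Schedule: 16-min room-temperature incubation before reading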
TNAP inh noacc: human TNAP enzyme inhibitors, primary screen, biochemical, luminescent, no phosphate acceptor, uHTS; Alkaline phosphatase, tissue-nonspecific isozyme (Homo sapiens), P05186; purified TNAP, CDP-star luminescence, 30 min; inhibition, % at 20 µM; actives 0.26% (n = 200,000); AID 1012, 2008;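 active = tissue-nonspecific alkaline phosphatase inhibition above about 50% at 20 µM in the single-dose screen, limit read from the data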;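 note: 0% = DMSO negative control and 100% = EDTA positive control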
The depositor's hits bear a star; i = inactive; x = no result given. This is a random part of the collection; 1.7% or so of the library scored in one or more.

item	Molecule	TNAP inh hi DEA	FLuc stim CS	PMI act	Efa HMGR inh	TNAP act hi DEA
1	CCN1/C(=C/C=C/c2oc3ccc4ccccc4c3[n+]2CC)Oc2ccc3ccccc3c21	-96	0.9	0.9	-5	2*
2	Cc1ccccc1NCC(=O)N/N=C\c1ccc([N+](=O)[O-])s1	5	1	1	-2	1
3	Cc1[nH]c(=O)[nH]c(=O)c1S(=O)(=O)N1CCCC(C(=O)NCc2ccccc2Cl)C1 (stereo unspecified)	1	1	1	2	1
4	CC12CN3CC(C)(CN(C1)C31C(=O)N(Cc3ccccc3)c3ccccc31)C2=O (stereo unspecified)	-3	1	0.9	x	1
5	CCn1cc(/C=C/C(=O)NCc2c(C)nn(C)c2C)cn1	-5	1.1	1	3	1
6	O=C(Cn1nc(Cc2cccnc2)c2ccccc2c1=O)Nc1ccc2c(c1)OCO2	2	1	0.8	-1	1
7	CCOc1ccc(C(=O)N(Cc2ccc(OC)cc2)Cc2cc3cc(OC)ccc3[nH]c2=O)cc1	-7	1.1	0.8	-4	1.1
8	C#CCN(N(C)c1ncc(C(F)(F)F)cc1Cl)S(=O)(=O)c1ccc2ccccc2c1	-4	1	0.9	2	1
9	CC(C)(C)NC(=O)c1nn(Cc2ccccc2)c(=O)c2ccccc12	0	1	0.9	1	1
10	Cc1ccccc1C(=O)Nc1ccccc1C(=O)NCc1ccccc1	2	1	1	-2	1
11	O=C(COc1ccc(F)cc1)NNC(=O)c1cc2ccccc2oc1=O	-2	1.1	1.1	-5	1
12	CCOC(=O)Cc1nnc(NC(=O)CSc2nnc3c4ccccc4n(C)c3n2)s1	0	1	0.9	-4	1
13	CCCCC1=C([O-])C2N=CC=CC2=[N+](c2ccccn2)C1=O (stereo unspecified)	-3	1.1	1.1	-6	1
14	COc1ccc(/C=N/NC(=O)Cc2ccc(Cl)cc2)cc1OC	-2	1	1	-5	1
15	COc1ccc(C2=NCCNC(C(F)(F)F)=C2)cc1	-6	1	1	-4	1.1

item	PMI act hi M6P	Diaphorase act	G6PDH CS	Diaph inh CS	TNAP inh noacc
1	0.9	1.2	2	-25	i
2	0.8	1	4	4	0
3	1	0.9	3	11	-5
4	1	0.9	6	8	-5
5	0.9	0.9	3	7	-9
6	0.9	1	2	4	-3
7	0.8	1	10	0	-4
8	1	1	4	5	-7
9	0.9	1	4	0	-10
10	0.9	0.9	3	13	-3
11	1	0.9	7	6	-10
12	1	0.7	7	26	1
13	1	0.9	-1	14	-6
14	0.9	0.9	5	11	-10
15	0.9	0.8	8	16	-6

3 of the entries above in order of their number in PMI act, lowest first:
nr | Molecule | TNAP inh hi DEA | FLuc stim CS | PMI act | Efa HMGR inh | TNAP act hi DEA | PMI act hi M6P | TNAP inh noacc
1 | CCN1/C(=C/C=C/c2oc3ccc4ccccc4c3[n+]2CC)Oc2ccc3ccccc3c21 | -96 | 0.9 | 0.9 | -5 | 2* | 0.9 | i
14 | COc1ccc(/C=N/NC(=O)Cc2ccc(Cl)cc2)cc1OC | -2 | 1 | 1 | -5 | 1 | 0.9 | -10
11 | O=C(COc1ccc(F)cc1)NNC(=O)c1cc2ccccc2oc1=O | -2 | 1.1 | 1.1 | -5 | 1 | 1 | -10

Remaining list, next part.
item	Molecule	TNAP inh hi DEA	FLuc stim CS	PMI act	Efa HMGR inh	TNAP act hi DEA
16	CSc1ccccc1NC(=O)CN(C)CC(=O)Nc1ccccc1C(F)(F)F	-3	1.1	1.1	0	1
17	Cc1cc(C)cc(NS(=O)(=O)c2ccc(Oc3ncc(C(F)(F)F)cc3Cl)cc2)c1	1	1	0.8	-2	1
18	COc1ccccc1N(C(=O)c1snc(C(N)=O)c1N)C(C(=O)NCCC(C)C)c1ccco1 (stereo unspecified)	-8	1.1	0.9	0	1.1
19	CC(OC(=O)c1ccccc1NS(=O)(=O)c1cccc(N)c1)C(=O)N(C)Cc1ccccc1 (stereo unspecified)	0	1	0.8	-8	1
20	COc1cc(/C=C2\SC(=N)N(c3ccc4c(c3)OCO4)C2=O)cc(OC)c1O	17	1	1	1	0.8
21	CCN1CCN(c2ncnc3c2oc2nc(C(C)C)c4c(c23)CCC4)CC1	-9	1.1	1	x	1.1
22	COc1ccc(-c2c[n+]3c(n2-c2ccccc2)SCC3)cc1OC	-3	1	1	-3	1
23	COc1ccc(CC(=O)N2CCN(c3ccc(C4=NNC(=O)CC4C)cc3)CC2)cc1 (stereo unspecified)	0	1	0.9	4	1
24	COc1cccc(NC(=S)N(CCCN2CCCC2)Cc2ccco2)c1	-2	1	1	0	1
25	Cc1ccc(N2C(=O)CSCC2=O)cc1	-3	1	0.9	-1	1
26	CCOC(=O)c1csc(-c2ccc(OC)c(OC)c2)n1	-2	1	1.1	2	1
27	CCOc1ccc(NC(=O)N2CCC(NC(=O)C(Cc3ccc(OC)c(OC)c3)NC(C)=O)CC2)cc1 (stereo unspecified)	0	1	0.9	-4	1
28	CCOC(=O)N1CCN(C(=O)CSc2ccc(-c3ccncc3)nn2)CC1	-5	1.1	1.1	-5	1
29	CCOc1ccc(/C=N/NC(=O)c2c(-c3ccccc3)noc2C)cc1	0	1	1	-6	1
30	CC(=O)Nc1nc(-c2ccc3c(c2)CCO3)cs1	-4	0.9	0.9	-2	1

item	PMI act hi M6P	Diaphorase act	G6PDH CS	Diaph inh CS	TNAP inh noacc
16	1.1	1	-2	0	-88
17	0.8	0.7	5	27	2
18	0.9	0.9	5	13	-14
19	0.9	0.8	0	16	-16
20	0.8	0.8	0	21	12
21	1	0.9	8	14	-6
22	1	0.9	1	9	-13
23	0.9	1	4	4	-6
24	1.1	1	0	1	-9
25	1	1	2	2	-6
26	1.1	1	7	2	0
27	0.9	1	14	1	-7
28	1	0.9	1	11	-6
29	1	0.9	4	8	-8
30	1	0.8	9	19	-6

The listing continues:
item	Molecule	TNAP inh hi DEA	FLuc stim CS	PMI act	Efa HMGR inh	TNAP act hi DEA
31	COCC(=O)NCCc1nc(-c2ccccc2)cs1	-11	1.1	1.1	1	1.1
32	CCOC(=O)c1c(N2C(=O)Nc3ccccc3N2O)sc2c1CCCCC2	-5	1.1	1	-9	1
33	CCN(CC1COc2ccccc2O1)C(=S)NC1CC2CCC1C2 (stereo unspecified)	-6	1.1	0.9	-1	1.1
34	CCCCCC(C(=O)O)C(C)CC(=O)NC1CCCCC1 (stereo unspecified)	0	1	1	1	1
35	Cc1cccc(C(=O)NNC(=O)CN2C(=O)c3ccccc3C2=O)c1	-3	1	0.9	1	1
36	COc1ccc(NC(=O)N2CCCCCC2)cc1	-3	1	0.6	-1	1
37	COc1cccc(N(CC(=O)Nc2cccnc2)S(C)(=O)=O)c1	-4	1.1	1	-4	1
38	Cc1nn(CC2CC2)c(=O)n1-c1ccc(F)cc1	6	1	1.1	-6	0.9
39	CCOC(=O)N1CCN(CC(O)COCc2ccc(Cl)cc2)CC1 (stereo unspecified)	-9	1.1	1.1	3	1.1
40	NC(=O)C1CCN(C(=O)CN2C(=O)c3ccccc3S2(=O)=O)CC1	-2	1.1	1	0	1
41	COc1ccc(N(CC(=O)NCc2cccc(OC)c2)S(=O)(=O)c2c(C)noc2C)cc1	-6	1.1	0.9	-3	1.1
42	c1ccc(N2CCOCCOCCOCCOCCOCC2)cc1	-6	1.1	1	2	1.1
43	CSc1ccc(/C=C/C(=O)OCC(=O)N(C)CCC#N)cc1	2	1	1	-3	1
44	COC(=O)c1c(O)cc(=O)n2c1CCCCC2	-1	1	1	-1	1
45	Cc1cccc(-n2c(-c3ccncc3)n[nH]c2=S)c1C	-5	1	1.1	0	1.1

item	PMI act hi M6P	Diaphorase act	G6PDH CS	Diaph inh CS	TNAP inh noacc
31	1	0.9	8	6	-6
32	1.1	0.9	-6	9	-22
33	0.9	0.8	-3	19	-19
34	1	1	2	2	-7
35	0.9	0.8	-12	18	2
36	0.7	0.6	3	38	1
37	1	1	0	3	-4
38	0.9	1	-4	2	1
39	1.2	1	14	0	1
40	1.1	1	6	0	-10
41	1	0.8	2	16	-10
42	1	1.1	6	-11	-10
43	1	1	0	0	-6
44	0.9	0.9	3	11	-10
45	1	0.9	3	8	-8

Continuation:
item	Molecule	TNAP inh hi DEA	FLuc stim CS	PMI act	Efa HMGR inh	TNAP act hi DEA
46	Cc1nnc(NC(=O)c2sc3ccccc3c2Cl)s1	2	0	1	0	1
47	O=C(COC(=O)C1CC2C=CC1C2)Nc1ccccc1F (stereo unspecified)	-6	0.8	0.8	1	1.1
48	Cc1nc(NS(=O)(=O)c2ccccc2C)c2c3c(sc2n1)CCC3	-1	1.1	1	3	1
49	CCc1ccc(OCc2nnc(NC(=O)c3cccs3)s2)cc1	-8	1	1	-5	1.1
50	Oc1ccccc1/C=N/Nc1ccnc(SCc2ccccc2)n1	7	1	0.8	-6	0.9

item	PMI act hi M6P	Diaphorase act	G6PDH CS	Diaph inh CS	TNAP inh noacc
46	0.9	0.8	-3	16	-4
47	0.9	0.9	9	12	-12
48	1	0.7	-3	29	-7
49	1.1	1	-3	5	-15
50	0.8	0.7	20	27	-60

Three entries from above, with two lines to a compound.
Second line of a record – TNAP inh hi DEA	FLuc stim CS	PMI act	Efa HMGR inh	TNAP act hi DEA	PMI act hi M6P	Diaphorase act	G6PDH CS	Diaph inh CS	TNAP inh noacc
48	Cc1nc(NS(=O)(=O)c2ccccc2C)c2c3c(sc2n1)CCC3
→ -1	1.1	1	3	1	1	0.7	-3	29	-7
49	CCc1ccc(OCc2nnc(NC(=O)c3cccs3)s2)cc1
→ -8	1	1	-5	1.1	1.1	1	-3	5	-15
50	Oc1ccccc1/C=N/Nc1ccnc(SCc2ccccc2)n1
→ 7	1	0.8	-6	0.9	0.8	0.7	20	27	-60
